# Assay outcomes as filed in PubChem BioAssay.
# Rtt109 Vps75: C. albicans Rtt109 histone acetyltransferase inhibition. 330,000 compounds, 0.16% hits. Q5AAJ8. inhibition, % at 34.9 µM. purified Rtt109/Vps75, ThioGlo CoA-SH fluorescence, 4 h;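 active means inhibition of at least 50% in every replicate; inconclusive means best replicate reaches 50% inhibition but some replicates fall short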
# Target sequence (Q5AAJ8 whole entry, looked up): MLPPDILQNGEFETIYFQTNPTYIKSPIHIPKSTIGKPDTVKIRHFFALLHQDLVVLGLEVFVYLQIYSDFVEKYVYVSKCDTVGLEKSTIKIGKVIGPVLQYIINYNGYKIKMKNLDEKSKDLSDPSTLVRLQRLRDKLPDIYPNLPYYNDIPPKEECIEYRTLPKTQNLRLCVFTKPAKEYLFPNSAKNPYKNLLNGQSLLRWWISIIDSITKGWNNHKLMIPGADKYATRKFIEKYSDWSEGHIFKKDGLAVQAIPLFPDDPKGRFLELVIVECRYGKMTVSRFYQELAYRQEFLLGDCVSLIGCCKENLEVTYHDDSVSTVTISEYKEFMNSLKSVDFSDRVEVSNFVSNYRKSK
# Tat transport: E. coli Tat transport inhibition; E. coli MC4100 TorA-mCherry Tat export, fluorescence; inhibition, % at 10 µM; 340,000 compounds, 0.036% hits; AID 488895;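 active means mean replicate inhibition at least 50% and at least half of replicates individually reaching 50%; inconclusive means only one of the two criteria met; inactive means neither criterion met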;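 further: exported cargo escapes ClpAP degradation while cytoplasmic cargo is degraded and loses fluorescence; 0% = median of neutral control wells and 100% = median of NaSCN control wells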
# dFosB activator: enhances mouse delta FosB homodimer DNA binding; P13346; purified delta FosB, TAMRA-CDK5 oligo fluorescence polarization; percent of positive-control signal above neutral wells; activation, % at 25 µM; 340,000 compounds, 0.99% hits;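 active means mean activation above about 17%, with every replicate also reaching it, limit read from the data, passing the limit was not always enough; inconclusive means only one of the two conditions met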;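 further: fluorescence polarization rise as delta FosB binds a TAMRA Cdk5 AP-1 oligo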
# Target sequence (P13346 whole entry, looked up): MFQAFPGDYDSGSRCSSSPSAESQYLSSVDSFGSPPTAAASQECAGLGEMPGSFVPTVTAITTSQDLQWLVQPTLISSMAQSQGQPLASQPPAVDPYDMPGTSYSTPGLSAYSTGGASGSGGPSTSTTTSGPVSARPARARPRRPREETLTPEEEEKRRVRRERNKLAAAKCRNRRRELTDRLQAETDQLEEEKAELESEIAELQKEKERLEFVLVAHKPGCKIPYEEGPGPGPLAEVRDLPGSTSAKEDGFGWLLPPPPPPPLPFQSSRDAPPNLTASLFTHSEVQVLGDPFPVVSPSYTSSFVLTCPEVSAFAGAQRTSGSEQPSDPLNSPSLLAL
# CDK5 inh: blocks human CDK5/p35 kinase activity; inhibition, % at 10 µM; Recombinant CDK5/p35, ADP-Glo luminescence, 60 min; 330,000 compounds, 0.01% hits;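 active means highest replicate inhibition of at least 50% and at least 75% of replicates reaching 50%; inconclusive means only one of the two criteria met; inactive means both criteria failed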;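 further: plate controls were DMSO neutral control for no effect and GW8510 at 10 µM for full effect; many of its hits are not listed in these tables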
# Wnt act: activates Wnt/beta-catenin signaling in a reporter cell assay. activation, % at 9.35 µM. 300,000 compounds, 1.2% hits. AID 743398. activator, plate reader; in the data active means activation above about 30%, passing the limit was not always enough; inconclusive means no clear call, values can overlap the other calls;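 further: 0% = neutral control wells and 100% = positive control wells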
# V-ATPase pHluor: yeast V-ATPase proton transport regulation by pHLuorin. S. cerevisiae, pHLuorin cytosolic pH fluorescence. 350,000 compounds, 0.37% hits. AID 504577. response, % at 10 µM; in the data active means response mostly above about 7.3%, no sharp cut-off; inactive means mostly below about 5.4%; further: actives read high; inactives centre near 0; some compounds called inactive have numbers as strong as hits; reference of the scale not given here
# CAL PDZ FP-1: blocks peptide binding to human CAL PDZ domain; inhibition, % at 20 µM; AID 504414; purified CAL PDZ, TMR-peptide fluorescence polarization, 1 h; 330,000 compounds, 0.02% hits; Q9HD26;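 active means highest replicate inhibition of at least 40%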;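 further: plate controls were DMSO neutral control wells for no effect and unlabeled competitor peptide control wells for full effect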
#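 Material: tagged CAL PDZ domain; buffer or medium: 25 mM sodium phosphate pH 7.4, 150 mM NaCl, TCEP, IgG, Thesit; compound dosing: single point, 20 µM; schedule: 1 h incubation at room temperature before polarization reading; measured by: FP readout, S and P plane fluorescence; read-out basis: percent inhibition from loss of millipolarization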
# RTF Ca sens act: increases calcium sensitivity of human cardiac regulated thin filaments. P19429+P45379. IANBD-labeled TnC RTF fluorescence at EC20 calcium; 0% EC20 calcium, 100% full calcium. activation, % at 7.2 µM. 340,000 compounds, 0.24% hits. AID 493008;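 active means activation above the mean over all tested compounds plus 3 SD, cut at about 30% in these data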;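 further: rise in fluorescence read as greater calcium sensitivity of cardiac thin filaments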
# MITF act: activators of MITF-driven TRPM1 promoter activity in SK-MEL-5 cells | SK-MEL-5 TRPM1-promoter luciferase, 24 h; % of positive control, neutral wells = 0 | 300,000 compounds, 0.75% hits | activation, % at 12.5 µM | AID 588334;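 active means mean activation of at least 80% with every replicate also reaching 80%; inconclusive means mean reaches 80% but some replicate falls short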;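 further: 0% = neutral control wells and 100% = parthenolide positive control wells; values of inactives mirror those of a sister screen read the other way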
# CAL PDZ FP-2: CAL PDZ (human) peptide binding inhibition | AID 602252 | inhibition, % at 24.9 µM | 300,000 compounds, 0.92% hits | purified CAL PDZ, TMR-peptide fluorescence polarization, 1 h | Q9HD26;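 active means mean inhibition of at least 30% with at least half of replicates also reaching 30%; inconclusive means no clear call, values can overlap the other calls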;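 further: 0% = DMSO neutral control and 100% = excess unlabeled competitor peptide PRC23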
# * marks the source's active call; other numbers are inactive results; ? = inconclusive; . = no result given.
SMILES,Rtt109 Vps75,Tat transport,dFosB activator,CDK5 inh,Wnt act,V-ATPase pHluor,CAL PDZ FP-1,RTF Ca sens act,MITF act,CAL PDZ FP-2
CC(Sc1nnc(-c2ccccc2F)o1)C(=O)Nc1ccc(N2CCOCC2)cc1 (configuration not stated),-6,-7,-3,0.8,-2,2,0.2,-1,34,0
CCOc1ccc2nc3cc(N=Nc4ccc(N)nc4N)ccc3c(N)c2c1,-7,-16,?,62*,.,7,56*,-12,-74,10
CCOc1ccccc1-n1nnnc1SCC(=O)NC(=O)Nc1ccc2c(c1)OCCO2,9,3,13,1.4,.,-4,-1.5,6,0,-2
O=C(NCc1ccco1)c1cc(-c2cccnc2)nc2ccccc12,-2,-12,-8,0.3,.,0,0.0,7,-10,.
Nc1c(C(=O)NC2CC2)c2nc3ccccc3nc2n1-c1ccc2c(c1)OCO2,1,-3,6,-0.7,.,-1,-0.5,1,-1,-1
COc1cc(CN2CCN(C3CCC3)CC2CCO)cc(OC)c1 (configuration not stated),1,7,-1,-1.4,0,-5,0.2,1,-2,.
CC(O)[C@H]1CNCCN1CCc1cc(C(F)(F)F)cc(C(F)(F)F)c1 (some centres not stated),-3,-7,-2,0.7,1,-2,0.1,-5,7,-6
Cc1ccc(C(=O)NNC(=O)c2cc3ccccc3cc2O)cc1,-6,-11,9,-0.5,-3,-2,-0.6,5,.,4
Cc1ccc(NC(=O)C2CCCN2S(=O)(=O)c2cccc3cccnc23)cc1F (configuration not stated),-10,3,-6,0.6,-5,-2,-3.0,0,-12,0
CN1C(=O)C(O)(CC(=O)/C=C/C=C/c2ccccc2)c2ccccc21 (configuration not stated),5,0,-5,1.4,1,10,-0.8,2,-8,-6
NC(=O)c1ccccc1NC(=O)c1ccccc1Cl,-7,-8,2,-0.5,-1,0,-0.1,0,-6,-7
CCN(CC)CCC(c1cc(OC)c(OC)c(OC)c1)c1c(O)cc(OC)cc1OC (configuration not stated),-5,-5,-2,-0.1,-3,-2,-0.7,2,18,0

# Shown with the structure last: 3 of the compounds above.
Rtt109 Vps75,Tat transport,dFosB activator,CDK5 inh,Wnt act,V-ATPase pHluor,CAL PDZ FP-1,RTF Ca sens act,MITF act,CAL PDZ FP-2,molecule
5,0,-5,1.4,1,10,-0.8,2,-8,-6,CN1C(=O)C(O)(CC(=O)/C=C/C=C/c2ccccc2)c2ccccc21 (configuration not stated)
-7,-8,2,-0.5,-1,0,-0.1,0,-6,-7,NC(=O)c1ccccc1NC(=O)c1ccccc1Cl
-5,-5,-2,-0.1,-3,-2,-0.7,2,18,0,CCN(CC)CCC(c1cc(OC)c(OC)c(OC)c1)c1c(O)cc(OC)cc1OC (configuration not stated)

# The main list resumes, starting 2 compounds before the break.
SMILES,Rtt109 Vps75,Tat transport,dFosB activator,CDK5 inh,Wnt act,V-ATPase pHluor,CAL PDZ FP-1,RTF Ca sens act,MITF act,CAL PDZ FP-2
NC(=O)c1ccccc1NC(=O)c1ccccc1Cl,-7,-8,2,-0.5,-1,0,-0.1,0,-6,-7
CCN(CC)CCC(c1cc(OC)c(OC)c(OC)c1)c1c(O)cc(OC)cc1OC (configuration not stated),-5,-5,-2,-0.1,-3,-2,-0.7,2,18,0
CC(C)CNC(=O)CSc1nc2scc(-c3ccccc3)c2c(=O)[nH]1,-4,2,0,-0.3,-1,1,-3.1,-4,-14,-2
O=C(CSc1nnc(-c2ccccn2)n1Cc1ccccc1)NC1CCCC1,.,3,-12,-1.2,.,-2,-0.6,-1,-8,-3
COc1ccccc1C(=O)NCC(=O)N/N=C/c1ccc([N+](=O)[O-])cc1,4,6,0,-0.6,.,-3,-3.1,-8,9,-2
CCN(CC(=O)NCc1ccc(Cl)cc1)C(=O)c1sccc1C,-3,9,-3,-0.9,-2,-1,0.2,2,11,.
CCN(Cc1nc(-c2ccc(OC)cc2)no1)C(=O)c1ccc2c(c1)OCO2,3,-3,-6,0.1,0,-3,-2.6,-2,6,-4
Cc1ccc(S(=O)(=O)N(CC(=O)O)Cc2ccco2)cc1,2,-10,-1,1.7,-2,1,-0.2,-8,-1,7
CC(=O)Nc1ccc(S(=O)(=O)NCCS(=O)(=O)N2CCN(c3ccccc3)CC2)cc1,-11,-4,-4,3.1,-1,3,0.1,3,2,.
C/C(=N\O)c1ccco1,-4,2,2,2.0,-2,0,0.9,11,-10,0
COc1ccc(C(CNC(=O)CN2C(=O)NC(C)(c3ccc4ccccc4c3)C2=O)N2CCCC2)cc1 (configuration not stated),-7,-12,-12,-5.6,-3,0,-1.5,-2,.,-1
COc1ccc(OC(C)C(=O)N(C)Cc2nc(-c3ccc(OC)cc3)no2)cc1 (configuration not stated),-3,12,-1,-1.3,-3,-2,-3.7,1,-3,-4
S=C(Nc1ccccc1Cl)N1CCN(c2ccccn2)CC1,-6,-4,3,0.2,-1,0,-0.5,7,.,-7
COC(C(=O)N/N=C(\C)c1ccc(C)cc1)c1ccccc1 (configuration not stated),3,2,-6,1.3,0,5,-0.2,-2,25,.

# The list goes on; it opens with the 5 that closed the last part.
SMILES,Rtt109 Vps75,Tat transport,dFosB activator,CDK5 inh,Wnt act,V-ATPase pHluor,CAL PDZ FP-1,RTF Ca sens act,MITF act,CAL PDZ FP-2
C/C(=N\O)c1ccco1,-4,2,2,2.0,-2,0,0.9,11,-10,0
COc1ccc(C(CNC(=O)CN2C(=O)NC(C)(c3ccc4ccccc4c3)C2=O)N2CCCC2)cc1 (configuration not stated),-7,-12,-12,-5.6,-3,0,-1.5,-2,.,-1
COc1ccc(OC(C)C(=O)N(C)Cc2nc(-c3ccc(OC)cc3)no2)cc1 (configuration not stated),-3,12,-1,-1.3,-3,-2,-3.7,1,-3,-4
S=C(Nc1ccccc1Cl)N1CCN(c2ccccn2)CC1,-6,-4,3,0.2,-1,0,-0.5,7,.,-7
COC(C(=O)N/N=C(\C)c1ccc(C)cc1)c1ccccc1 (configuration not stated),3,2,-6,1.3,0,5,-0.2,-2,25,.
Cc1ccc(/C=C/C(=O)O)cc1S(=O)(=O)N1CCc2ccccc21,-2,2,-8,0.5,1,-4,0.1,0,-4,6
COc1cccc(C(C(=O)NC2CCCCC2)N(CC2CCCO2)C(=O)CNC(=O)c2ccco2)c1 (configuration not stated),10,-3,-5,-2.1,9,-2,-2.6,-2,.,-4
CCCCC(=O)NN(C)c1nc(-c2ccccc2)nnc1C(F)(F)F,5,13,1,-3.6,-3,1,0.9,4,6,-3
CC(C)c1nnc(NC(=O)CCC(=O)NCc2ccco2)s1,-2,-3,-13,-0.6,.,-1,-4.1,4,-7,-2
CCOC(=O)COc1nc(-c2ccc(Cl)cc2)cc(-c2ccco2)c1C#N,-3,4,-5,0.4,-3,-2,-2.9,2,.,-12
CCOc1ccc(N(CC(=O)NCCc2ccc(OC)cc2)S(C)(=O)=O)cc1,-12,6,-5,-3.2,0,-2,-2.2,4,-3,-2
Cc1cc(C)c(Cn2c3ccccc3c3cnn(CC(=O)NCc4ccccn4)c(=O)c32)c(C)c1,1,2,6,-1.2,-19,0,-2.3,0,-1,-1
CC(=O)c1ccccc1N(C(=O)c1ccco1)C(C(=O)NC1CCCC1)c1ccc(C)cc1 (configuration not stated),3,7,-5,-1.6,-2,3,-2.2,1,5,-4
CC(COc1ccccc1)OC(=O)Nc1ccccc1 (configuration not stated),1,4,-1,-1.9,6,0,31,6,8,61*
O=C(CNC(=O)N1CC(=O)Nc2ccccc21)NCCc1ccc(Cl)cc1,6,-8,-1,0.6,-1,-1,-2.1,4,-14,-5
COc1ccc(C)cc1NC(=O)COC(=O)Cc1ccc(-c2ccccc2)cc1,6,7,-8,1.2,.,1,-1.1,3,12,-9
COc1ccc(OC)c(S(=O)(=O)N2CCCC(C(=O)NCCc3ccccc3)C2)c1 (configuration not stated),5,5,-10,-2.7,-1,1,0.2,4,-1,.
COC(=O)c1ccccc1NC(=O)CN(C1CCCCC1)S(C)(=O)=O,-1,-2,-11,0.5,.,0,-0.7,-1,-2,-2
COc1ccc(CCNC(=O)c2cc3c(F)cccc3s2)cc1OC,2,-4,-3,-0.1,0,1,-1.7,0,-1,70*
Cc1cc(Cl)c(S(=O)(=O)NCc2cccnc2)cc1OCC(=O)NC1CCCCC1,.,0,-9,0.0,-7,1,-3.2,1,.,-4
CCCN1CCN(CCCNC(=O)CCn2nc(-c3ccccc3)ccc2=O)CC1,-12,-3,-8,1.1,-4,-2,-1.2,2,3,-2
Cc1noc(C)c1COC(=O)C1COc2ccccc2O1 (configuration not stated),6,-8,-3,0.6,-7,-5,1.5,2,-1,1
Cc1ccc(CNS(=O)(=O)c2ccc3c(c2)CCN3C(=O)C2CCC2)cc1,-5,3,-14,1.3,4,2,-0.1,2,-8,-3
Cc1ccccc1C(=O)Nc1scc(-c2ccc(Br)cc2)c1C(=O)O,-3,-14,-13,-1.0,0,4,-1.8,8,.,.
CCOc1ccccc1CNCCN1CCOCC1,-8,-7,1,0.3,.,1,-0.1,8,8,.
Cc1cc(NC(=O)c2sccc2C)n(-c2nc3ccccc3[nH]2)n1,-2,1,-48,0.4,0,-4,-1.2,-5,-1,-5
COc1ccccc1CNC(=O)CCc1cn(C)c2ccccc12,-2,-7,0,0.6,-1,-1,0.1,1,-16,2
CCc1cccc(CC)c1NC(=O)COC(=O)c1ccc2c(c1)S(=O)(=O)c1ccccc1C2=O,-1,-6,-4,1.1,2,2,-0.3,-1,-2,-2
COc1ccc(S(=O)(=O)N2CCNCC2)cc1,3,-5,-3,0.1,0,-4,-6.8,1,1,-6
COc1cccc(CNCCNC(=O)c2ccco2)c1OC,0,9,-2,0.4,.,2,-1.9,-1,.,5
Cc1cccc(C(C#N)c2nc3ccccc3nc2C(F)(F)F)c1 (configuration not stated),6,1,-4,2.4,.,1,-0.8,2,6,-3
COc1cccc(-n2ccnc2SCC(=O)Nc2cc(OC)ccc2OC)c1,13,-14,-5,0.6,.,-9,1.7,-2,-12,-1
Cc1cc(C(=O)COC(=O)c2ccc[nH]c2=O)c(C)n1C,-13,-1,0,0.3,-1,0,-2.4,8,37,-2
